Source: PubChem BioAssay
luminol inh ctr – luminol signal inhibition, Nox1 inhibitor counter-screen; HRP/luminol/H2O2 chemiluminescence counterscreen; AID 1823; 16,000 compounds, 0.4% hits; inhibition, % at 6.7 µM; further: reference of the scale not given here
OPRK1 antag MB – OPRK1 (human) antagonism, Maybridge screen; OPRK1 cells, antagonist mode, fluorescence readout; 16,000 compounds, 0.4% hits; AID 652031; P41145; inhibition, % at 9 µM; in the data active means inhibition above about 50%
Target sequence (P41145 whole entry, looked up): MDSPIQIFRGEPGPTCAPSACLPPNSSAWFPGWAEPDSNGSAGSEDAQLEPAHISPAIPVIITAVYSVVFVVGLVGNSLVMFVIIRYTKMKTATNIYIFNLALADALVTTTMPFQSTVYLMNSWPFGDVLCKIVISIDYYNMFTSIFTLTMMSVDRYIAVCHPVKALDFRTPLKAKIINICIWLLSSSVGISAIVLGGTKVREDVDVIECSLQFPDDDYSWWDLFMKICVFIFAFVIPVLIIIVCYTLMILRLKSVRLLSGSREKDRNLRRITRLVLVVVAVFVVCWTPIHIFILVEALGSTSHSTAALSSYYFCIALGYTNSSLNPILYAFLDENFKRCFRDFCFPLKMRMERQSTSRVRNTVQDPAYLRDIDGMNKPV
S1P1 ag – activates the human S1P1 receptor. AID 1044. P21453. 16,000 compounds, 1.5% hits. activation, % at 4.5 µM. S1P1 agonist cell-based reporter assay; in the data active means activation above about 80%
TLR4-MyD88 inh – inhibitors of human TLR4-MyD88 binding | O00206 | 16,000 compounds, 0.06% hits | Cell-based TLR4-MyD88 binding inhibition assay | inhibition, % at 10 µM; in the data active means inhibition above about 45%
rat GALR2 agon – GALR2 (rat) receptor agonism; cell-based GALR2 agonist screen; activation, % at 10 µM; 16,000 compounds, 0.5% hits; in the data active means activation above about 15%
PME-1 Maybridge – inhibitors of human PME-1 in Maybridge library | 16,000 compounds, 0.5% hits | inhibition, % at 9 µM | Q9Y570 | AID 2291 | recombinant PME-1, FP-Rh probe fluorescence polarization; in the data active means inhibition above about 30%
Nox1 inh – blocks human NADPH oxidase 1 activity. HT29 cells, luminol chemiluminescence ROS. AID 1792. inhibition, % at 6.7 µM. Q9Y5S8. 16,000 compounds, 0.81% hits
Target sequence (Q9Y5S8 whole entry, looked up): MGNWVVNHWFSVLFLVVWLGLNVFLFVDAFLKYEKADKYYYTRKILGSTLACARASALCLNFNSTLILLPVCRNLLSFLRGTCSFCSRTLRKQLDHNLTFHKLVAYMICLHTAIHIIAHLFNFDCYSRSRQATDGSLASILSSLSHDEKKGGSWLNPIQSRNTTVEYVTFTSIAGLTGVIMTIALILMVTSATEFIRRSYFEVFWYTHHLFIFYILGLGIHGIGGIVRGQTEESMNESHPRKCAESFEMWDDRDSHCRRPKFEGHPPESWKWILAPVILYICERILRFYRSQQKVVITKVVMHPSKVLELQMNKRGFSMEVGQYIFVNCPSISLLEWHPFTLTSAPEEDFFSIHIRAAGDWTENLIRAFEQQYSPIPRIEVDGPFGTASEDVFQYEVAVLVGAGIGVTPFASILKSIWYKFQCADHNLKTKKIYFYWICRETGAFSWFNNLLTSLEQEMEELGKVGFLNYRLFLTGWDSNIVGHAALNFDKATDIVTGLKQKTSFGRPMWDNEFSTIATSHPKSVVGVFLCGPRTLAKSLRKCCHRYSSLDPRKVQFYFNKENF
NOTCH ag – agonists of NOTCH signaling; NOTCH signaling luciferase reporter cells, luminescence; activation, % at 2.5 µM; 15,000 compounds, 0.4% hits; AID 434982; in the data active means activation above about 2.2%
* hit, by the source's call; · = not tested or not shown. Unless noted, no stated cut-off is given here; in the data, active means inhibition above about 75%; inactive means the rest.

Each structure is followed by: luminol inh ctr | OPRK1 antag MB | S1P1 ag | TLR4-MyD88 inh | rat GALR2 agon | PME-1 Maybridge | Nox1 inh | NOTCH ag
Cc1ccc(CN2CCS(=O)(=O)CC2)cc1
  -2 | 2 | -9 | 7 | -2 | 2 | -18 | -0.2
Nc1nccnc1C(=O)N/N=C/c1ccco1
  -5 | -13 | -6 | -4 | -7 | 2 | 22 | -0.5
O=C(O)CSC1CCS(=O)(=O)C1 (stereo unspecified)
  -1 | -6 | -2 | 4 | -5 | 4 | -55 | -1.2
CC(=O)Nc1ccc(NC(=O)C2CC2(C)C)cc1 (stereo unspecified)
  -6 | -9 | 8 | -4 | -3 | 5 | 0 | 0.2
O=C(c1ccc(Oc2cc(Cl)cc(Cl)c2)o1)N1CCN(Cc2cccnc2)CC1
  -4 | -2 | 17 | -4 | -3 | 5 | -7 | -0.5
Cc1nn(C)c(C)c1N=Nc1c(C)nn(C)c1C
  1 | -3 | -22 | -1 | -6 | 0 | -40 | -0.8
COC(=O)C1=C(C)NC(=S)NC1c1cc(OC)c(OC)c(OC)c1 (stereo unspecified)
  -3 | 6 | -12 | 2 | -1 | 3 | -1 | 0.1
O=C(NNC(=O)c1cccc([N+](=O)[O-])c1)Nc1ccc(Cl)cc1
  39 | -10 | -6 | -1 | -7 | 1 | -55 | -0.6
CCOC(=O)c1oc2nc(-c3ccccc3)cc(-c3cccs3)c2c1N
  -2 | 1 | -5 | 0 | -5 | 2 | -9 | -0.1
COc1ccc(-c2c(N)n(Cc3ccccc3)c(=O)c3cc([N+](=O)[O-])ccc23)cc1OC
  -3 | 23 | 58 | 9 | -3 | 0 | -31 | 0.0
N#CC(C#N)=NNc1ccc(Cl)c(Cl)c1C#N
  15 | 18 | 31 | -3 | -5 | 7 | -26 | -0.6
CCOC(=O)/C(C#N)=C/Nc1cc(C)c(OS(=O)(=O)c2cc(Cl)cc(Cl)c2)c(Cl)c1
  -9 | -32 | -14 | -5 | -9 | 1 | 20 | -0.5
N#CC(C(=O)c1ccccc1Cl)=C1SCCCS1
  0 | -8 | 14 | 4 | -9 | -1 | -23 | 0.1
CSc1nn(-c2ccccc2)cc1/C(N)=N/OC(=O)c1cccs1
  -6 | 12 | 16 | 1 | -7 | 1 | 17 | 0.6
N#C/C(=N\Nc1ccc(F)cc1)C(=O)c1ccc(Cl)cc1
  6 | 17 | 103* | -9 | -9 | 3 | -4 | 0.7
FC(F)(F)c1cc(C#CCN2CCOCC2)cc(C(F)(F)F)c1
  -6 | 25 | -14 | -3 | -5 | 5 | -17 | -0.5
OC1(c2ccc(F)cc2)Cc2ccccc2C2=NCCN21 (stereo unspecified)
  -6 | 10 | -8 | -7 | -7 | 5 | -6 | 0.2
CC1(C)c2ccccc2-n2c1cc(O)c(-c1ccccc1)c2=O
  3 | -7 | -12 | 0 | -4 | 2 | -50 | -0.3
COCC1(C)OC(=O)C(C(=O)OC)=C1C (stereo unspecified)
  3 | -4 | -16 | -1 | -12 | -4 | -5 | ·
CCOC(=O)/C(C#N)=C/Nc1cnc(N(C)C)c(C(F)(F)F)c1
  -3 | 5 | -13 | 2 | -4 | 2 | -78 | ·
N#CC(c1ccc(Cl)cc1)N1CCOCC1 (stereo unspecified)
  3 | -2 | -10 | -5 | -8 | -2 | -20 | -0.7
N#C/C(=C\c1ccc[nH]1)C(=O)NCC1CCCO1 (stereo unspecified)
  -2 | 5 | 0 | 3 | -5 | 2 | -71 | -0.5
Cc1c(C(=O)N2CCN(C3c4ccccc4-c4ccccc43)CC2)cnn1-c1ccccc1
  -1 | 4 | -15 | -1 | -8 | -1 | -22 | -0.3
O=C1NC(=O)/C(=C/c2ccc(OC(=O)c3ccccc3)cc2)N1
  -6 | 27 | -1 | -9 | -3 | 4 | 21 | -0.1
CC(C)(C)OC(=O)N1CCCN(S(=O)(=O)c2ccc(Cl)cc2)CC1
  -1 | -14 | 7 | -7 | -6 | 2 | 4 | -0.7
ONC(=Nc1cc(Cl)cc(Cl)c1)c1ccccc1
  11 | 2 | -13 | -5 | 0 | 0 | -6 | 0.2
O=C1OC(Nc2ccc(C(F)(F)F)cc2Cl)c2ccccc21 (stereo unspecified)
  -3 | 13 | -1 | 12 | -3 | 2 | 12 | -0.1
CSC1=C(C#N)C(=O)NC(C)(C)S1
  10 | 8 | 0 | 1 | -5 | -3 | -43 | -0.3
O=C(O)COCC(=O)Nc1cc(Cl)cc(Cl)c1
  0 | 13 | -5 | 0 | -6 | 1 | -13 | -0.2
COc1ccc(-n2nc(C)cc2Nc2ccccc2C(=O)O)cc1
  13 | -13 | 2 | 3 | 2 | 2 | -22 | 0.0
CCCCNC(=O)Nc1nnc(C(C)(C)C)s1
  -6 | 3 | 11 | -1 | -5 | 8 | 3 | -0.8
COC(=O)c1cnc(S(=O)CC#N)n1C (stereo unspecified)
  0 | 10 | 10 | -4 | 1 | -2 | -7 | 0.1
CCO/C(C)=N\OC(=O)c1c(-c2c(Cl)cccc2Cl)noc1C
  2 | 0 | 6 | -6 | -12 | 2 | -8 | 0.7
CC1=Nc2ccc3ccccc3c2C1(C)C
  0 | 4 | -6 | -1 | -5 | -1 | -28 | -0.4
CC1CCc2c(sc3[nH]c(=S)n(-c4ccccc4)c(=O)c23)C1 (stereo unspecified)
  -3 | -8 | -6 | 3 | -9 | 2 | -11 | ·
CS(=O)(=O)n1nccc1/C=C/c1cccs1
  2 | -14 | 3 | 9 | -4 | -3 | -15 | -0.1
CCOC(=O)CNC(=O)COc1ccccc1
  0 | -8 | 7 | -2 | -4 | -3 | -15 | -0.1
O=C(CSc1nnc2n1CCCN2)c1cccs1
  4 | 5 | -17 | 1 | -6 | 14 | -33 | -0.4
Cc1oc(C(C)(C)C)cc1C(=O)/C(C#N)=C/Nc1ccccc1
  -2 | -7 | -14 | -10 | -4 | -9 | -64 | 0.5
Cc1ccc(-c2ocnc2C(N)=O)cc1
  2 | -6 | 4 | 2 | -6 | 0 | -43 | 0.7
c1ccc(-c2ccsc2-c2ccccc2)cc1
  -6 | 18 | 25 | 9 | -5 | 2 | 0 | -0.3
NNC(=O)c1cccc(C(F)(F)F)n1
  1 | 6 | -16 | 4 | -8 | 0 | -46 | -0.6
Cn1cc(S(=O)(=O)NCc2ccc3c(c2)OCO3)c(C(F)(F)F)n1
  3 | 3 | 12 | 9 | 0 | -7 | -74 | -0.5
Cc1ccc(=O)n(S(=O)(=O)c2ccc(F)cc2F)n1
  6 | 2 | -3 | -2 | -5 | 4 | -39 | -1.3
Cc1noc(C)c1C(=O)Nc1ccc(Cl)cc1
  -7 | 13 | 4 | 2 | -1 | 8 | -2 | 0.3
O=C(O)C1CC2(COC(c3ccccc3)OC2)C1C(=O)O (stereo unspecified)
  3 | 3 | 7 | 2 | -5 | -5 | -55 | -0.3
Cc1cc(C(=O)NNc2ccc(F)cc2F)nn1C
  6 | 15 | 2 | -3 | 1 | -3 | 24 | -0.2
O=C1/C(=C\c2ccccn2)SC(=S)N1Cc1ccncc1
  4 | 4 | 10 | 3 | -6 | -2 | 16 | -1.4
S=C1NCN(Cc2cccnc2)CN1
  1 | 21 | -1 | 5 | -6 | -2 | -36 | 0.4
Nc1sc(-c2ccccc2)cc1C(=O)O
  6 | 7 | 6 | 0 | -6 | 6 | -75 | -6.0
CC(=O)CC(O)c1ccncc1 (stereo unspecified)
  2 | -11 | -7 | -2 | -7 | -1 | -68 | -0.1
Nc1ccccc1C(=O)N/N=C/c1ccccc1O
  7 | -11 | -17 | -9 | 0 | 4 | -32 | -0.3
O=C(CSc1ccccn1)Nc1ccc(C2CCCCC2)cc1
  -2 | 17 | -22 | -8 | -8 | -7 | 0 | ·
Cc1nn(-c2cc(C(F)(F)F)ccc2Cl)c(=O)c2noc(C)c12
  -5 | -4 | -16 | -3 | -4 | 6 | 20 | ·
O=C(O)CCc1ccc2c(c1)CCO2
  -7 | -5 | -7 | -6 | -4 | 6 | 2 | -0.1
Clc1cc(C=Nc2cccnc2)c(Cl)s1
  -6 | 0 | -11 | -3 | -5 | 5 | 2 | 0.2
C/C(=N\O)c1ccc2c(c1)CCC2
  -7 | 4 | 1 | 13 | -5 | 3 | 2 | -0.4
Cc1cc(-c2onc(C)c2-c2noc(C)n2)no1
  -1 | -9 | 0 | 4 | -4 | 1 | -55 | -0.5
O=C1CSC(=S)N1c1ccc(N2CCCCCC2)c(N2C(=O)CSC2=S)c1
  -2 | -20 | 1 | -9 | -8 | -4 | 10 | -0.5
Cc1csc2sc(C=NCc3cccs3)c(C)c12
  -1 | 13 | -21 | 9 | 5 | 2 | -16 | -0.1

Continued.
Each structure is followed by: luminol inh ctr | OPRK1 antag MB | S1P1 ag | TLR4-MyD88 inh | rat GALR2 agon | PME-1 Maybridge | Nox1 inh | NOTCH ag
COc1ccc(Oc2cccc(Cl)c2CNS(=O)(=O)c2ccc(OC)cc2)cc1
  3 | -29 | 24 | -6 | -7 | 3 | -2 | -0.9
O=C(Oc1ccc(C(F)(F)F)cc1[N+](=O)[O-])c1ccccc1
  -5 | 21 | 0 | 1 | -5 | 6 | 11 | -0.9
Nc1ncnc2c1ncn2CCc1ccccc1
  2 | 2 | -21 | -1 | -6 | 1 | -63 | -0.4
Cc1nn(CC(=O)NCCSCc2ccco2)c(C)c1Br
  1 | -12 | -2 | 2 | -6 | -1 | -100 | -0.2
O=C1CCC(=O)N1CNc1c(F)cccc1F
  -4 | 4 | -5 | -7 | -9 | 2 | 4 | -0.6
O=C(Nc1ccc(Cl)cc1)OCCS(=O)(=O)c1ccc(C(F)(F)F)cn1
  -5 | -8 | 10 | 2 | 4 | -6 | 17 | -0.5
O=C(NNC(=O)c1ccc(Cl)cc1Cl)c1csc(-c2cccnc2)n1
  -5 | 5 | 6 | -2 | -4 | 4 | 14 | 0.7
CSc1nnc(S/C(C(C)=O)=C(/C)O)s1
  16 | 15 | 9 | 1 | -8 | -1 | -15 | -0.1
O=C1CSC(c2ccncc2)N1Cc1ccc(F)cc1 (stereo unspecified)
  1 | -1 | 1 | 5 | -5 | -1 | -31 | -0.6
CCOC(=O)C1CCN(c2ccc(C(C)=O)cc2NC(=S)Nc2cc(Cl)ccc2Cl)CC1
  2 | 1 | 6 | -16 | -7 | -4 | -27 | 5.9*
COC(=O)c1ccccc1N(C)C(=O)c1cc(OC)c(OC)c(OC)c1
  2 | 3 | -3 | 10 | -6 | 1 | -18 | 0.1
CSc1nn(-c2ccccc2)cc1C(N)=O
  2 | 1 | -5 | -7 | -6 | -2 | -34 | -1.1
CS(=O)(=O)/N=C(\N)c1ccncc1
  0 | 1 | -11 | 1 | -6 | -1 | -22 | -1.1
COC(=O)c1cnn(-c2ccc(Cl)cc2)c1C=C(C#N)C#N
  11 | 75* | -42 | -15 | -9 | 1 | 9 | -0.5
O=C(Nc1cc(C(F)(F)F)ccc1N1CCOCC1)c1cccnc1Oc1ccccc1
  -2 | 1 | -21 | 11 | -4 | 1 | -40 | 0.1
O=C(Oc1cc(Cl)cc(Cl)c1)c1cnc2n(c1=O)CCS2
  -4 | 17 | -6 | 7 | -1 | -3 | 6 | -0.1
Nc1nc(-c2ccccc2)ns1
  -2 | 3 | -5 | -3 | -7 | 2 | -17 | -0.1
O=C1CNC(=S)N1CCc1ccncc1
  20 | 0 | -6 | -4 | -6 | -2 | -37 | -0.5
Cc1[nH]n(C)c(=O)c1N=Nc1ccc2c(c1)COCO2
  3 | 9 | -3 | -1 | -5 | 3 | 7 | 0.0
CN=C(C)/C(C(=O)OC)=C(/O)c1cc(C)on1
  -9 | 19 | 20 | 6 | -8 | 7 | 9 | 0.8
N#Cc1ccc(-c2ccco2)[nH]c1=O
  4 | 13 | -25 | 3 | -3 | -3 | 14 | -0.2
O/N=C1/C2CC3C1C14CC(C2/C1=N\O)C34 (stereo unspecified)
  1 | -2 | -14 | -14 | -8 | 0 | -11 | -0.3
Cc1noc(C)c1C(=O)Nc1cc(C(F)(F)F)ccc1OCC(F)(F)F
  1 | -17 | -31 | 7 | -8 | -1 | -41 | -0.3
Cc1ccsc1CNC(=O)CSCC(=O)O
  3 | 4 | -1 | -1 | 0 | -2 | -16 | -0.7
O=C(NCCc1ccccn1)c1cn(S(=O)(=O)c2ccccc2)c2ccccc12
  -4 | -7 | -2 | 6 | -4 | 13 | 5 | 0.3
Cc1ccc(-n2nnnc2SCC(=O)N2CCOCC2)c(C)c1
  -1 | 20 | -18 | 6 | -4 | 1 | -24 | 0.4
c1cc(-c2ccncc2)ccn1
  1 | 10 | -8 | 0 | -7 | -1 | -15 | -0.7
CC1=C(C#N)C(c2ccc(-c3ccc(OC(F)(F)F)cc3)o2)C2=C(CCCC2=O)N1 (stereo unspecified)
  -4 | -34 | 7 | -5 | -7 | -15 | 20 | -0.5
COc1ccc(C(=O)Nc2nc(-c3ccc(C)c(Cl)c3)c(C)s2)cc1
  -7 | -5 | 10 | 2 | 17* | 5 | 18 | -0.5

The order is random, and some 4.4% of all compounds hit somewhere here.
